# Source: PubChem (several laboratories)
# NR2E3 ag-1 = human photoreceptor-specific nuclear receptor agonism; inhibition of corepressor binding, % at 3.98 µM; Q9Y5X4; AID 602229; CHO-S Gal4-NCOR/VP16-NR2E3 two-hybrid, luciferase; actives 0.35% (n = 360,000);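 active = inhibition above the mean of all tested compounds plus 3 SD, cut at about 70% in these data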;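 note: 0% = DMSO with NR2E3 transfected cells and 100% = cells lacking NR2E3 construct; higher means lower luciferase signal from less NR2E3 corepressor binding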
# Target sequence (Q9Y5X4 whole entry, looked up, the tested form may be a part): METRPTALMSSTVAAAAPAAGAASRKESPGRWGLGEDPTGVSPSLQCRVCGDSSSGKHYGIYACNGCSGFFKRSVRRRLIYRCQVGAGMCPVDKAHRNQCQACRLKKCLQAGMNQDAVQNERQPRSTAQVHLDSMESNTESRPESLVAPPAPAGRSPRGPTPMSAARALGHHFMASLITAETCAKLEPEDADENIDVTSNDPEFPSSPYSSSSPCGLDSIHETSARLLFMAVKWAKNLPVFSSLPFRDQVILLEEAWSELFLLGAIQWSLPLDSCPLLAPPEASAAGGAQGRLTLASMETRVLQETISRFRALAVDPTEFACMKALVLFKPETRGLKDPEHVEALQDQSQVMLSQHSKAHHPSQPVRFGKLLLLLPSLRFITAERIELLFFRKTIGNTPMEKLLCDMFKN
# Granule exo inh = lytic granule exocytosis inhibition. actives 0.66% (n = 360,000). TALL-104 LAMP-1 surface exposure, flow cytometry; cells stimulated with thapsigargin and PMA. inhibition, % at 10 µM. AID 651702;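 active = inhibition above about 55%, limit read from the data; inconclusive = no clear call, values can overlap the other calls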
# PDI turbidity = inhibitors of human protein disulfide isomerase | PDI insulin aggregation turbidity, A650, 90 min | inhibition, % at 10 µM | actives 0.052% (n = 350,000);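 active = mean inhibition across replicates of 30% or more, whatever share of single replicates reach that level; inconclusive = mean inhibition below 30% while every single replicate reaches 30%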;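 note: absorbance from insulin aggregation driven by PDI reduction with DTT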
# Target sequence (P07237 whole entry, looked up): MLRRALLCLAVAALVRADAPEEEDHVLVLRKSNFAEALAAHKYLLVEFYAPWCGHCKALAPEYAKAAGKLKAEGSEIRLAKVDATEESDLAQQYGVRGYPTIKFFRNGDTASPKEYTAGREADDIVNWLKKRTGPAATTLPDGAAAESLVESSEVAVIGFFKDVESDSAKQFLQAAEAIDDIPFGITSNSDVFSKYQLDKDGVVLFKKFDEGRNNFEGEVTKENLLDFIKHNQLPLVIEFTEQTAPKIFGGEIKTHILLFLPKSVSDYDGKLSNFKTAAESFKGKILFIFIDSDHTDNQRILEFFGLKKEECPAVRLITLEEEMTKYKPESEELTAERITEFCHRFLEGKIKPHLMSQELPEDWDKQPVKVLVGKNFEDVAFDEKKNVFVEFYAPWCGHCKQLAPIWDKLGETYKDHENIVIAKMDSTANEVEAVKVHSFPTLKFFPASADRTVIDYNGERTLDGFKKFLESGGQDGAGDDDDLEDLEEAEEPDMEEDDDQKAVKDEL
# TRPM1 prom inh = MITF TRPM1 promoter inhibition in SK-MEL-5 cells | SK-MEL-5 TRPM1 promoter luciferase, 24 h | inhibition, % at 12.5 µM | actives 0.83% (n = 330,000) | AID 488899;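 active = mean inhibition across replicates of 60% or more, whatever share of single replicates reaches that level; inconclusive = some that reach 60%, reason not given; inactive = mean inhibition across replicates below 60%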; note: values of inactives mirror those of a sister screen read the other way
# NR2E3 ag-2 = NR2E3 (human) agonism | Q9Y5X4 | GST-NR2E3/biotin-RetCOR TR-FRET, 1536-well | inhibition of corepressor binding, % at 4.78 µM | actives 0.12% (n = 320,000) | AID 2300;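 active = percent inhibition above the cutoff of mean plus 3 SD of all tested compounds, set per screening campaign, cut at about 20% in these data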;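 note: 0% = DMSO wells and 100% = biotin wells as full block of FRET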
#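 Assay system: NR2E3–RetCOR corepressor complex. Quantity: 1.35 nM GST-NR2E3. Buffer or medium: pH 7.5 Tris-based buffer. Reagent: biotinylated RetCOR corepressor at 7 nM final. Schedule: 5 h at 4 °C. Detection: TR-FRET, emission read at 617 and 671 nm. Replicates: one well per compound, singlicate testing.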
# Peg3 promoter = inhibitors of Peg3 promoter | HeLa PEG-Prom luciferase reporter, luminescence, overnight | inhibition, % at 20 µM | actives 1.7% (n = 360,000) | AID 588405;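 active = inhibition of at least 50% at 20 µM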
# iPSC survival up = increases survival of single human iPS cells; AID 602274; actives 0.044% (n = 360,000); hiPSC single-cell survival, ATPlite luminescence; 100% = ROCK inhibitor wells, 0% = DMSO; survival enhancement, % at 20 µM; in the data active = survival enhancement above about 18%;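 note: cells exposed to compounds for 16 hours before the ATP read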
# Vif inh = inhibitors of HIV Vif; actives 0.35% (n = 340,000); AID 602346; inhibition, % at 7.49 µM; HEK293T cells, Vif self-association by quenched fluorescence, imaging, 24 h; in the data active = inhibition above about 50%, passing the limit was not always enough; inconclusive = no clear call, values can overlap the other calls; inactive = below about 31%; note: some results filed as inactive read as strong as hits
# aDG glyco act = alpha-DG glycosylation activation; Pro5-aDG cells, alpha-DG glycosylation AlphaScreen (IIH6); 0% Pro5, 100% B10-LARGE cell signal; activation, % at 10 µM; actives 0.22% (n = 360,000); AID 624168;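 active = activation of at least 8% versus controls, or a plate z-score of at least 8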;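 note: Pro5 are CHO cells carrying HIG-tagged alpha-DG that lacks glycosylation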
# CaV13 ICDI inh = Primary screen for inhibitors of IQ motif and Ca2+-dependent inactivation inhibitor domain binding in CACNA1D, Förster resonance energy transfer in living cells, …. HEK cells, CFP/YFP FRET ICDI-IQ, plate reader, 10 min; percent FRET-ratio fall versus neutral wells. inhibition, % at 12.3 µM. actives 0.098% (n = 340,000);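 active = mean replicate inhibition of at least 30% and at least 1% of replicates passing that level; inconclusive = only one of the two criteria is met; inactive = neither criterion is met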;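 note: 0% = median of the neutral control wells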
# HIF-2a inh = HIF-2a inhibition; AID 624352; 786-0 RCC cells HIF-2a reporter, luciferase luminescence, overnight; inhibition, % at 18.8 µM; actives 0.72% (n = 360,000);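 active = inhibition of the luminescence signal of 40% or more relative to plate controls, in a single-dose primary screen at 18.75 µM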
# An asterisk follows results filed as active; ? = inconclusive; . = no result given.
1. Cc1nn(Cc2ccc(F)cc2Cl)c(C)c1[N+](=O)[O-]
2. COc1ccc2[nH]c(=O)c(CN(C(=O)c3cccnc3)c3ccccc3C)cc2c1
3. CC1(c2nnc(-c3ccccc3)o2)CC(c2cccnc2)=NO1 (configuration not stated)
4. CCCN1CCC(NC(=O)Cc2ccc(C)cc2)CC1
5. Cc1ccc(Cn2ncc3c(N4CCN(c5ccccc5C)CC4)ncnc32)cc1
6. COCCCNC(=O)CNC(=S)N(Cc1cc(OC)c(OC)c(OC)c1)C1CCCC1
7. O=C(CSc1ccc2nnc(-c3ccncc3)n2n1)Nc1ccc2c(c1)OCCO2
8. CN(Cc1ccccc1)S(=O)(=O)c1csc(C(N)=O)c1
screen / no.,1,2,3,4,5,6,7,8
NR2E3 ag-1,-25,-40,-8,29,-1,-34,-23,12
Granule exo inh,2,0,-3,4,2,-1,8,3
PDI turbidity,1,0,0,1,-6,7,-5,1
TRPM1 prom inh,0,-2,-6,1,11,0,8,-6
NR2E3 ag-2,5,2,1,7,-1,-2,9,-2
Peg3 promoter,3,12,-12,9,31,2,7,13
iPSC survival up,4.5,0.4,-1.7,-0.4,-1.0,-0.3,0.5,-0.7
Vif inh,0,-2,2,-5,0,3,-7,-1
aDG glyco act,-0.3,0.2,0.1,-0.2,1.8,-0.2,0.2,0.3
CaV13 ICDI inh,-1,-13,-5,-2,.,-5,-6,-3
HIF-2a inh,16,18,3,6,13,15,9,1

# Record cards, as listed above. Values in the order: NR2E3 ag-1	Granule exo inh	PDI turbidity	TRPM1 prom inh	NR2E3 ag-2	Peg3 promoter	iPSC survival up	Vif inh	aDG glyco act	CaV13 ICDI inh	HIF-2a inh
# `CC1(c2nnc(-c3ccccc3)o2)CC(c2cccnc2)=NO1` (configuration not stated) as listed: -8	-3	0	-6	1	-12	-1.7	2	0.1	-5	3
# `CCCN1CCC(NC(=O)Cc2ccc(C)cc2)CC1` as listed: 29	4	1	1	7	9	-0.4	-5	-0.2	-2	6
# `O=C(CSc1ccc2nnc(-c3ccncc3)n2n1)Nc1ccc2c(c1)OCCO2` as listed: -23	8	-5	8	9	7	0.5	-7	0.2	-6	9
# `COc1ccc2[nH]c(=O)c(CN(C(=O)c3cccnc3)c3ccccc3C)cc2c1` as listed: -40	0	0	-2	2	12	0.4	-2	0.2	-13	18
# `Cc1nn(Cc2ccc(F)cc2Cl)c(C)c1[N+](=O)[O-]` as listed: -25	2	1	0	5	3	4.5	0	-0.3	-1	16

# Continued:
9. O=C(CCN1CCCO1)N1CCCC(N2CCN(c3cccc(C(F)(F)F)c3)CC2)C1 (configuration not stated)
10. Cc1cc(C(=O)CSc2nn3c(=O)c(C(C)(C)C)nnc3s2)c(C)n1C1CC1
11. CN1CCN(c2ccc(NC(=O)C(C)(c3ccccc3)c3ccccc3)cc2)CC1
12. COc1cccc(C2(c3cccc(OC)c3)CC2C(=O)Nc2ccccc2Cl)c1 (configuration not stated)
13. CCCCCC(=O)N(CN1C(=O)CCC1=O)c1ccccc1
14. O=C1C2C(C(=O)N1CC1CCCO1)C1C=CC2C12CC2 (configuration not stated)
15. O=C(NNC(=O)C1CCN(S(=O)(=O)c2c(Cl)cccc2Cl)CC1)c1ccccc1O
16. COC(=O)c1c(NC(=O)c2ccccc2N(C)S(=O)(=O)c2ccccc2)sc2c1CCCC2
screen / no.,9,10,11,12,13,14,15,16
NR2E3 ag-1,13,6,22,-27,-33,13,4,-13
Granule exo inh,-7,-12,18,0,0,-1,3,-1
PDI turbidity,3,2,-2,-4,-5,-3,-9,-3
TRPM1 prom inh,-8,8,-10,2,1,-2,26,35
NR2E3 ag-2,2,-2,0,-5,-2,1,1,.
Peg3 promoter,-8,12,-1,21,14,-5,18,27
iPSC survival up,-0.2,0.2,-0.6,0.6,0.3,-3.0,0.8,-2.2
Vif inh,-5,-6,-6,2,3,5,2,-1
aDG glyco act,-0.1,-0.3,0.1,0.4,0.1,0.2,0.2,-0.1
CaV13 ICDI inh,-5,0,-3,-4,-5,.,-2,.
HIF-2a inh,-9,-4,-11,28,9,7,17,18

17. c1cncc(CSc2ccc(-c3ccc4c(c3)OCO4)nn2)c1
18. O=c1cnnc(SCc2ccc([N+](=O)[O-])cc2)[nH]1
19. Cc1ccc(S(=O)(=O)N2CCN3CCCC3C2)cc1 (configuration not stated)
20. O=C(CSc1nnc(-c2ccc(C(F)(F)F)cn2)o1)Nc1ccccc1Cl
21. CCOC(=O)Cc1c(C)nc2c(-c3ccccc3)c(C)nn2c1C
22. CCc1cccc(NC(=O)C2CCCN2C(=O)Nc2ccc(C)cc2)c1 (configuration not stated)
23. COc1ccc(S(=O)(=O)NCCS(=O)(=O)N2CCN(c3ccccc3)CC2)cc1
24. Cc1cccc(OCC(=O)Nc2nnc(S(=O)(=O)N3CCCCC3)s2)c1
screen / no.,17,18,19,20,21,22,23,24
NR2E3 ag-1,-117,-5,-14,-29,-19,1,31,2
Granule exo inh,1,8,-4,-6,1,6,-2,2
PDI turbidity,0,8,-21,-2,-1,-31,-3,.
TRPM1 prom inh,-64,-25,-1,-57,-3,0,3,5
NR2E3 ag-2,5,2,7,-5,1,3,3,-2
Peg3 promoter,-229,-2,9,-155,-30,15,4,14
iPSC survival up,0.3,-1.1,-0.7,-0.4,-2.9,-0.6,-0.3,1.2
Vif inh,0,-9,8,-4,-9,10,-4,7
aDG glyco act,1.1,-0.2,-0.1,-0.1,0.1,0.0,0.4,-0.3
CaV13 ICDI inh,-6,-3,-17,-4,-4,-3,-7,-3
HIF-2a inh,-259,8,18,-133,-31,12,11,7

25. COc1ccc(NC(=O)C(C)Sc2ccccc2)cc1 (configuration not stated)
26. Cc1nc2c(c(=O)c3ccccc3n2C)c(=O)n1-c1ccc(F)cc1
27. Cc1ccccc1OCC(=O)NCC(=O)OCC(=O)c1ccc2ccccc2c1
28. COc1cc(C(F)(F)F)ccc1C(=O)NCCc1ccco1
29. O=C(NCc1cccc(Cl)c1)c1ccc(CS(=O)Cc2ccccc2Cl)o1 (configuration not stated)
30. CSc1c(-c2ccccc2)nc2ccccc2c1C(=O)O
31. CCCCCOc1ccc(Br)cc1CSC(=N)N
32. Cc1ccc(NC2=NCC(=O)N2Cc2cccs2)cc1C
screen / no.,25,26,27,28,29,30,31,32
NR2E3 ag-1,-26,-23,15,-82,4,13,61,-17
Granule exo inh,-3,2,-1,0,?,2,47,3
PDI turbidity,-9,-1,-3,-4,10,1,-8,-2
TRPM1 prom inh,-47,-2,5,-104,-5,-3,39,-14
NR2E3 ag-2,-1,3,-3,-1,0,2,.,-3
Peg3 promoter,-72,21,6,-272,12,8,104*,-25
iPSC survival up,-1.8,0.3,-1.0,-0.4,-0.2,4.8,-2.5,2.7
Vif inh,0,-9,3,-4,4,-1,.,-1
aDG glyco act,-0.2,-0.1,-0.3,0.2,0.1,-0.3,0.1,-0.1
CaV13 ICDI inh,-5,-16,-3,-7,-4,-5,4,-2
HIF-2a inh,-160,8,20,-259,-2,17,16,-33

33. COc1ccc([N+](=O)[O-])cc1NC(=O)N(C)Cc1ccco1
34. CCN1C/C(=C/c2cccs2)c2nc3ccccc3c(C(=O)O)c2C1
35. CCN(C(=O)CN1C(=O)NC2(CCCC2)C1=O)c1nc2c(C)cccc2s1
36. CNc1cncc(-c2cccc(OC)c2F)n1
37. O=C(C(=O)N1CCCC1)c1c(-c2ccccc2)[nH]c2ccccc12
38. CC1=CC(c2ccccc2)n2nc(N3C(=O)CCC3=O)nc2N1 (configuration not stated)
39. O=C(CCCN1C(=O)[C@H]2CC=CC[C@H]2C1=O)NCc1nc(-c2ccc(Cl)cc2)no1
40. Cc1ccc(S(=O)(=O)N2CCCCC2)cc1C(=O)NCc1ccccn1
screen / no.,33,34,35,36,37,38,39,40
NR2E3 ag-1,-21,-10,-5,-183,7,-7,-5,-18
Granule exo inh,6,-2,0,-11,-6,-1,-3,-11
PDI turbidity,3,1,0,-8,13,3,14,-3
TRPM1 prom inh,16,5,.,.,.,9,-4,-6
NR2E3 ag-2,3,-2,.,.,0,1,-2,4
Peg3 promoter,-5,13,17,-246,22,1,-3,5
iPSC survival up,-0.2,-0.3,-1.5,-1.8,-0.4,-0.5,-0.1,0.4
Vif inh,-2,-5,.,-8,-10,5,-5,-11
aDG glyco act,0.0,0.1,0.1,-0.2,0.0,-0.2,2.1,0.0
CaV13 ICDI inh,-20,-20,-7,-5,-7,2,-5,-3
HIF-2a inh,1,11,4,-198,9,-1,3,3

41. COc1ccccc1NC(=O)c1oc2ccc(C)cc2c1C
42. COCCN1Cc2cc3cc(C)ccc3nc2SC1=Nc1ccc(OC)cc1
43. Cc1[nH]cnc1CSCCN
44. Cc1cc(S(=O)(=O)NC2CCCCC2)ccc1OCC(=O)NCc1cccnc1
screen / no.,41,42,43,44
NR2E3 ag-1,-96,-24,-22,13
Granule exo inh,0,28,-2,-4
PDI turbidity,-3,7,13,13
TRPM1 prom inh,-65,-18,0,6
NR2E3 ag-2,6,-4,1,0
Peg3 promoter,-307,-18,8,17
iPSC survival up,-4.1,-0.7,-1.3,2.0
Vif inh,3,-4,25,-5
aDG glyco act,0.3,0.2,-0.1,-0.1
CaV13 ICDI inh,.,-5,-5,-7
HIF-2a inh,-318,-7,0,6

# 3 of the entries above in order of their number in TRPM1 prom inh, smallest number first:
nr | canonical_smiles | NR2E3 ag-1 | Granule exo inh | PDI turbidity | TRPM1 prom inh | NR2E3 ag-2 | Peg3 promoter | Vif inh | aDG glyco act | CaV13 ICDI inh | HIF-2a inh
14 | O=C1C2C(C(=O)N1CC1CCCO1)C1C=CC2C12CC2 (configuration not stated) | 13 | -1 | -3 | -2 | 1 | -5 | 5 | 0.2 | . | 7
34 | CCN1C/C(=C/c2cccs2)c2nc3ccccc3c(C(=O)O)c2C1 | -10 | -2 | 1 | 5 | -2 | 13 | -5 | 0.1 | -20 | 11
38 | CC1=CC(c2ccccc2)n2nc(N3C(=O)CCC3=O)nc2N1 (configuration not stated) | -7 | -1 | 3 | 9 | 1 | 1 | 5 | -0.2 | 2 | -1
